Compound activity: PubChem, National Center for Advancing Translational Sciences (NCATS)
TRHR enhancer = allosteric enhancers of human TRH receptor; TRHR cells, fluo-8 calcium fluorescence, EC20 TRH enhancement; hit rate 0.66% among 360,000; enhancement, % at 2 µM; in the data active = enhancement above about 30%; note: 0% is about no effect
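TRHR-expressing cells loaded with fluo-8 calcium dye were read kinetically (ex 480/em 530) during compound addition, then stimulated with an EC20 of TRH (10 nM final). Enhancement of the Gq-mediated intracellular calcium response was scored.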
D2 agonist = D2 dopamine receptor (human) agonism; AID 485358; hit rate 0.53% among 340,000; activation, % at 2 µM; P14416; HEK293 T-REx D2 cells, calcium flux agonist mode;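 active = activation over 3 SD above normal in the single-dose calcium agonist read, cut at about 30% in these data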; note: 0% is about no effect
Target sequence (P14416 whole entry, looked up): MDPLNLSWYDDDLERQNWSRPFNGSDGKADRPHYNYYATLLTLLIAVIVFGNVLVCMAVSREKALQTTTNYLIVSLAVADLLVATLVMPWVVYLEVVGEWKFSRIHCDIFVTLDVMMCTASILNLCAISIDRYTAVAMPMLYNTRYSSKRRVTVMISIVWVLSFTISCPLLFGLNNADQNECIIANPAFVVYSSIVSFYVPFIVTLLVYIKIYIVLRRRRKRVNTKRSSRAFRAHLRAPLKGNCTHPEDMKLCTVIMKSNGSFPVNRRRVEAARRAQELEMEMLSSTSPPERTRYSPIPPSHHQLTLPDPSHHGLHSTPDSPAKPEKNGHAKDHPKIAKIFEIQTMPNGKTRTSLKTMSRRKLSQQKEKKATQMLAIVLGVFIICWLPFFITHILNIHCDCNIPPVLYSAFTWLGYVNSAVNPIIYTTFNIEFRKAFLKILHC
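Agonism is scored from calcium flux in a force-coupled, inducible HEK293 cell line expressing D2, read kinetically for 180 s after compound addition against dopamine controls.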
D2 antag = antagonists of human D2 dopamine receptor; P14416; HEK293 TREx D2 cells, calcium flux, dopamine EC80; inhibition, % at 10 µM; hit rate 2% among 340,000; in the data active = inhibition above about 30%; note: 0% is about no effect
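Calcium mobilization kinetics were recorded at 1 s intervals in tetracycline-induced HEK293 T-REx D2 cells, first for 180 s after compound addition and then 180 s after EC80 dopamine.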
TRHR ag = TRH receptor (human) agonism; P34981; hit rate 0.18% among 360,000; TRHR cells, calcium flux fluo-8, FDSS agonist mode; activation, % at 2 µM; in the data active = activation above about 30%; note: 0% is about no effect
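Read-out: compound-evoked intracellular calcium rise in TRHR cells, fluo-8 dye, kinetic FDSS fluorescence at 1 s/cycle following a 10-cycle baseline. Cells cultured overnight before dye loading (30 min–1.5 h, RT).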
TrxR1 inh = blocks rat thioredoxin reductase 1 | recombinant rTrxR1, NADPH fluorescence consumption, selenite substrate | Potency, µM (doses to about 114 µM), inactives show top-dose activity change, negative = inhibition, actives largely listed as inhibitors | hit rate 1% among 390,000; note: potency is the fitted concentration of half-maximal effect; % is set by controls: 0 for no effect and ±100 for the full control effect; nearly all actives have a fitted effect of over 65% in size
Target sequence (O89049 whole entry, looked up): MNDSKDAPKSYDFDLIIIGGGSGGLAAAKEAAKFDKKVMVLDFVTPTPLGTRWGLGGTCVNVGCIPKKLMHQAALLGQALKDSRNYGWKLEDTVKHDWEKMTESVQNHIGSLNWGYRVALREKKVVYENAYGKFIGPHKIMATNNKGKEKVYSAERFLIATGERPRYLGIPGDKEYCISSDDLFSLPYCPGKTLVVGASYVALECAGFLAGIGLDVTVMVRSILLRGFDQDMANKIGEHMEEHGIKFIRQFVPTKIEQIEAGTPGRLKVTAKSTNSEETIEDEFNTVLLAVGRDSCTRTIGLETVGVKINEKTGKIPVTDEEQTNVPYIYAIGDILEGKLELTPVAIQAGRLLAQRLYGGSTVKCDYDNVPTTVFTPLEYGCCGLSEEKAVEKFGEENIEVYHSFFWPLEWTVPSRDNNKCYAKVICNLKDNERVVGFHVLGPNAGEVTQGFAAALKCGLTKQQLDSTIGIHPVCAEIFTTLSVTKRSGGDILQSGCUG
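Rat TrxR1 (90 nM in the dispensed reagent) was pre-reduced with 400 uM NADPH for 5 min at room temperature, then incubated with compound for 15 min. After 400 uM selenite was added, NADPH fluorescence (Ex 340/Em 450 nm) was followed for 8 min.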
USP1 inh = inhibitors of human USP1/UAF1 deubiquitinase; O94782; recombinant USP1/UAF1, Ub-Rhodamine cleavage fluorescence; Potency, µM (top dose mostly 57.1 µM), inactives show at the top dose activity change, negative = inhibition, usual class: inhibitors; hit rate 0.23% among 390,000; AID 743255; note: potency is the fitted concentration of half-maximal effect; % is set by controls: 0 for no effect and ±100 for the full control effect; nearly all actives have a fitted effect of over 60% in size; inactives centre near -12
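1 nM enzyme complex + cpd, 15 min RT; start with Ub-Rho 150nM final; kinetic fluorescence ex 480/em 540, 6 reads q60 s. Buffer 50mM HEPES pH 7.8, 0.5mM EDTA, 0.1 mg/ml BSA, 1mM TCEP, 0.01% Tween-20.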
TrxR1 substrate = is turned over as a substrate by rat TrxR1; O89049; purified TrxR1 substrate turnover, NADPH consumption readout; Potency, µM (series often up to 114 µM), for the others: top-dose activity change, negative = substrate turnover; hit rate 0.01% among 390,000; AID 588456; note: potency is the fitted concentration of half-maximal effect; % is set by controls: 0 for no effect and ±100 for the full control effect; nearly all actives have a fitted effect of over 50% in size
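Rat TrxR1, dispensed at 90 nM, was prereduced with 400 uM NADPH (final) for 5 min at ~22 deg C, then incubated with compound 15 min before 400 uM selenite. A first-read NADPH fluorescence drop versus no-compound background flagged substrates.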
IDH1 R132H inh = inhibitors of human mutant IDH1 R132H; O75874; IDH1-R132H enzyme, NADPH consumption, diaphorase/resazurin fluorescence; Potency, µM (highest dose often 76.6 µM), without a hit: at the highest dose activity change, negative = inhibition, usual class: inhibitors; hit rate 0.093% among 390,000; AID 602179; note: potency is the fitted concentration of half-maximal effect; % is set by controls: 0 for no effect and ±100 for the full control effect; nearly all actives have a fitted effect of over 65% in size
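IDH1-R132H (0.5 ug/mL) preincubated 30 min with compound, then NADPH (0.016 mM) and alpha-KG (2 mM) added; 80 min at RT, pH 7.5. Remaining NADPH coupled via diaphorase/resazurin to fluorescence (540/590 nm); concentration-response curves normalized to no-enzyme control.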
Pin1 inhibitor = human Pin1 inhibition | Pin1 FP peptide displacement, HiFluor488, 10 min | Potency, µM (top dose mostly 115 µM), inactives show top-dose activity, negative = inhibition, actives largely listed as inhibitors | hit rate 0.009% among 390,000 | AID 504891; active = well fitted inhibition curve with a large enough effect in the polarisation, with a control signal flat, not every such curve was filed as active; inconclusive = small, poorly fitted or top-dose-only effect, or effect the other way, or a change in a side signal; inactive = no such curve, though single readings can be large or run the other way; the % refers to the polarisation; note: potency is the fitted concentration of half-maximal effect; % is set by controls: 0 for no effect and ±100 for the full control effect
* hit, by the source's call; ? = inconclusive; . = not tested or not shown; [ ] = remark or other dose. Unless noted, calls come from the whole dose curve; as a rule, active = well fitted inhibition curve with a large enough effect; inconclusive = small, poorly fitted or top-dose-only effect; inactive = no such curve, though single readings can be large or run the other way. Some of the compounds tested; rates above refer to the full screens.

SMILES	TRHR enhancer	D2 agonist	D2 antag	TRHR ag	TrxR1 inh	USP1 inh	TrxR1 substrate	IDH1 R132H inh	Pin1 inhibitor
CC(C)C(=O)NC(=S)Nc1ccc(S(=O)(=O)N2CCN(C)CC2)cc1	-2.4	0.1	-19.0	0.7	-20.9%	-17.2%	-4.4%	2.9%	-9.4%
Cc1ccccc1-n1nc(C)c2c(C(=O)NN)cc(-c3ccncc3)nc21	2.0	0.1	-2.5	0.8	8.0%[57.1 µM]	-0.3%	5.6%	?	-2.1%
COC(=O)c1cc(=O)n(Cc2cccs2)c(=Nc2ccccc2)s1	-0.2	0.3	-3.1	0.7	7.1%	-5.4%	-3.0%	-8.5%	3.2%
COc1ccc(NCc2nnc(SCC(=O)Nc3ccccc3)n2C)cc1	1.8	.	.	0.3	16.1%[57.1 µM]	-15.3%	-1.0%[57.1 µM]	10.8%	-9.5%
Cc1cc(/C=C2/C(=N)N3C(=NC2=O)SN=C3S(C)(=O)=O)c(C)n1-c1ccccc1	1.4	-0.5	-9.5	0.1	13.2%[57.1 µM]	-8.9%	3.1%[57.1 µM]	-12.5%	-3.4%
CCn1cc(CN2CCN(Cc3ccc(C)o3)C(CCO)C2)c2ccccc21 (stereo unspecified)	9.0	-0.3	-8.2	-0.1	8.6%[57.1 µM]	0.2%	4.9%	4.6%	-1.4%
COc1ccc(S(=O)(=O)N2CCN(C(=O)C3CCC3)CC2)cc1	-1.2	0.0	0.0	0.1	8.9%	-12.1%	-1.4%	1.2%	-3.3%
COC(=O)c1ccc(NC(=O)N(c2ccccc2)c2ccccc2)cc1	26.1	-0.6	-4.2	-1.1	-2.2%	-25.7%	-4.4%	-5.8%	0.0%
O=C(CCc1nc(CN2CCN(S(=O)(=O)c3ccc(F)cc3)CC2)no1)N1CCCCC1	1.3	0.2	.	0.5	18.2%	?	14.2%	1.0%	-1.1%
COc1ccc(-c2csc3ncnc(Nc4cccc(OC)c4)c23)cc1	6.7	-0.4	.	0.4	24.7%[57.1 µM]	-14.9%	3.1%[57.1 µM]	-4.0%	-3.3%
Cc1ccc(C)c(NS(=O)(=O)c2cc3c4c(c2)C(C)C(=O)N4CCC3)c1 (stereo unspecified)	-1.4	.	.	-0.1	6.4%[57.1 µM]	-14.8%	3.1%[57.1 µM]	4.4%	-2.4%
COc1ccc(N2CCN(C(=O)c3cc(=O)c4cc(C)c(C)cc4o3)CC2)cc1	-1.7	-0.3	7.5	-0.2	-2.2%	-14.1%	-9.7%	-11.8%	-5.4%
COc1ccc(OC)c(CNC(=O)CCC(=O)N2Cc3cccc(OC)c3Oc3ncccc32)c1	-5.7	0.4	9.9	-0.7	26.7%	-15.5%	-4.0%	0.0%	0.5%
Cc1ccc(CNC(=O)CCCn2nc(C)n3ccnc3c2=O)cc1	8.5	0.2	7.6	-0.1	9.1%[57.1 µM]	-15.8%	10.5%[57.1 µM]	-0.3%	0.6%
CC1CN(c2ccc([N+](=O)[O-])cc2C(=O)N2CCOCC2)CC(C)N1 (stereo unspecified)	-7.5	3.0	-24.4	0.3	5.0%	-17.0%	-2.7%	3.0%	-1.5%
CCn1c(CC(=O)Nc2ccc(C)cc2)n[nH]c1=S	-5.7	0.3	-4.6	-0.2	5.8%[57.1 µM]	-7.0%	-14.6%[57.1 µM]	7.6%	5.1%
COC(=O)CN1C(=O)[C@H]2[C@@H](/C=C/c3ccccc3)N3C(=O)CN(Cc4ccc(-c5ccccc5)cc4)C(=O)[C@@]3(C)[C@H]2C1=O	.	.	.	.	14.2%	6.3%	-3.6%	6.9%	11.5%
CCCCc1nn2c(=O)cc(COC(=O)C(C)Oc3ccccc3)nc2s1 (stereo unspecified)	-2.5	0.6	.	-0.5	15.7%[57.1 µM]	-14.7%	1.2%[57.1 µM]	0.0%	3.1%
CCCCNc1ccc(C(=O)Nc2cccc(C)n2)cc1[N+](=O)[O-]	-2.2	0.3	9.8	-0.6	4.0%	-3.0%	-9.4%	-2.5%	23.2%
Cc1sc2c(c1C)C(=O)NC(c1cccc(O)c1)N2 (stereo unspecified)	2.3	0.4	-13.9	-0.1	.	.	.	.	.
COCCN1C(=O)c2ccccc2C(C(=O)N2CCN(c3ccccn3)CC2)C1c1ccc(F)cc1 (stereo unspecified)	-2.3	0.4	4.9	0.0	-19.7%	-8.6%	1.7%	3.0%	-17.8%
O=C1CCCC(=O)C1CS(=O)(=O)c1ccccc1	1.7	0.0	-0.1	1.6	-28.8%[57.1 µM]	-13.5%	0.0%[57.1 µM]	1.3%	?
Cc1ccc(-c2nc(-c3ccccn3)no2)cc1	-12.9	-0.6	3.6	-0.7	6.2%[57.1 µM]	-16.0%	7.1%[57.1 µM]	-1.5%	2.8%
COc1ccccc1NS(=O)(=O)c1cc(NC(=O)C2=NNC(=O)CC2)ccc1C	-6.8	0.3	-1.9	-0.3	31.4%	-19.2%	6.7%	0.2%	6.9%

Among those listed so far, 2 have fluorine:
SMILES	TRHR enhancer	D2 agonist	D2 antag	TRHR ag	TrxR1 inh	USP1 inh	TrxR1 substrate	IDH1 R132H inh	Pin1 inhibitor
O=C(CCc1nc(CN2CCN(S(=O)(=O)c3ccc(F)cc3)CC2)no1)N1CCCCC1	1.3	0.2	.	0.5	18.2%	?	14.2%	1.0%	-1.1%
COCCN1C(=O)c2ccccc2C(C(=O)N2CCN(c3ccccn3)CC2)C1c1ccc(F)cc1 (stereo unspecified)	-2.3	0.4	4.9	0.0	-19.7%	-8.6%	1.7%	3.0%	-17.8%

A different layout for part of the listing above:
COC(=O)c1cc(=O)n(Cc2cccs2)c(=Nc2ccccc2)s1
- TRHR enhancer = -0.2
- D2 agonist = 0.3
- D2 antag = -3.1
- TRHR ag = 0.7
- TrxR1 inh = 7.1%
- USP1 inh = -5.4%
- TrxR1 substrate = -3.0%
- IDH1 R132H inh = -8.5%
- Pin1 inhibitor = 3.2%
COc1ccc(NCc2nnc(SCC(=O)Nc3ccccc3)n2C)cc1
- TRHR enhancer = 1.8
- D2 agonist = .
- D2 antag = .
- TRHR ag = 0.3
- TrxR1 inh = 16.1%[57.1 µM]
- USP1 inh = -15.3%
- TrxR1 substrate = -1.0%[57.1 µM]
- IDH1 R132H inh = 10.8%
- Pin1 inhibitor = -9.5%
Cc1cc(/C=C2/C(=N)N3C(=NC2=O)SN=C3S(C)(=O)=O)c(C)n1-c1ccccc1
- TRHR enhancer = 1.4
- D2 agonist = -0.5
- D2 antag = -9.5
- TRHR ag = 0.1
- TrxR1 inh = 13.2%[57.1 µM]
- USP1 inh = -8.9%
- TrxR1 substrate = 3.1%[57.1 µM]
- IDH1 R132H inh = -12.5%
- Pin1 inhibitor = -3.4%
CCn1cc(CN2CCN(Cc3ccc(C)o3)C(CCO)C2)c2ccccc21 (stereo unspecified)
- TRHR enhancer = 9.0
- D2 agonist = -0.3
- D2 antag = -8.2
- TRHR ag = -0.1
- TrxR1 inh = 8.6%[57.1 µM]
- USP1 inh = 0.2%
- TrxR1 substrate = 4.9%
- IDH1 R132H inh = 4.6%
- Pin1 inhibitor = -1.4%

Further results follow:
SMILES	TRHR enhancer	D2 agonist	D2 antag	TRHR ag	TrxR1 inh	USP1 inh	TrxR1 substrate	IDH1 R132H inh	Pin1 inhibitor
C#CCOCCOCCOCCNc1nc(N2CCN(C(=O)[C@H]([C@@H](C)CC)n3cc(CCCCN)nn3)CC2)nc(N2CCN(C(=O)[C@H](C)n3cc(CCCN=C(N)N)nn3)CC2)n1	1.0	0.2	-2.8	0.1	2.2%	?	-0.4%	1.8%	-7.8%
O=C(CN1CCCCCC1)Nc1ccccc1Cl	-3.9	-5.2	-10.5	0.3	10.8%	4.5%	-1.4%	2.4%	9.0%
O=C(CCNC(=O)Cn1ccc2ccccc2c1=O)NCc1ccc(F)cc1Cl	-1.9	1.0	-30.0	-0.5	27.1%	-20.0%	8.7%	6.2%	-4.6%
c1ccc(CNc2nc(NCc3ccco3)nc(N3CCOCC3)n2)cc1	15.4	-1.6	-7.9	-0.5	-10.1%	-26.4%	-4.4%	9.8%	-5.6%
Cc1ccc(-n2ncc(C(=O)NCCCN3CCN(C)CC3)c2C2CCN(C(=O)OC(C)(C)C)CC2)c(C)c1	10.6	.	.	1.2	15.9%	-9.3%	-0.3%	5.6%	-3.1%
CCOc1ccccc1NC(=O)CSc1nc2c(c(=O)n1C)SC(C)C2 (stereo unspecified)	1.4	-0.3	7.9	-1.1	3.3%	-10.8%	14.3%	-5.1%	0.8%
Cc1cccc(C)c1NC(=O)CN(C)C(=O)c1ccc(COc2ccccc2)cc1	0.3	-0.5	18.2	-0.9	13.2%[57.1 µM]	-3.5%	4.9%[57.1 µM]	1.6%	13.1%
CCOC(=O)N1CCN(C(=O)CSc2ccc(-c3ccccc3)nn2)CC1	6.8	-1.1	4.8	-0.8	14.5%[57.1 µM]	4.8%	5.2%[57.1 µM]	12.3%	-2.8%
Cc1nc2cc(-c3cccc(F)c3)nn2c(N2CCN(C(=O)c3ccco3)CC2)c1C	-8.2	1.1	6.5	-0.7	-0.9%	-20.2%	21.8%	-10.6%	3.3%
CSc1ccccc1NC(=O)c1onc(C)c1Cl	0.1	0.4	14.9	-0.3	3.6%	-22.9%	-8.2%	-6.5%	-10.1%
Cc1ccc(NC(=O)Cn2c(SCc3cccc(F)c3)nc3ccncc32)c(C)c1	-2.5	-0.4	.	1.1	10.7%	-29.2%	0.4%	0.0%	17.6%
CCOC(=O)c1c(-c2ccc(C)cc2)csc1NC(=O)c1cc(-c2ccc(C)c(F)c2)on1	-5.6	-0.9	.	-0.8	-0.4%	-8.6%	-4.5%	-14.8%	1.2%
CCN1CCC(N(Cc2ccc3c(c2)OCO3)C(=O)Nc2ccc(Br)c(C)c2)CC1	6.6	1.0	.	0.9	7.3%	-14.0%	-3.8%	34.9%[activator]	-2.2%
